Dengue-2 NS5 capping – Dengue-2 NS5 methyltransferase inhibitors, primary screen, biochemical, confirmation dose response (AID 588689) | Dengue-2 NS5 methyltransferase capping enzyme assay, biochemical; higher % means a stronger effect | 0.3% of 340,000 active | inhibition, % at 25 µM; hits with a dose series show IC50 in µM; in the data active = a potency from the dose series; inconclusive = inhibition above about 29% without an active follow-up result
Rac1 GTP hydrolysis – MgcRacGAP GTPase-activating activity inhibitors, confirmation, biochemical, ADP Hunter fluorescence; MgcRacGAP-stimulated Rac1 GTP hydrolysis, ADP Hunter fluorescence; higher % means a stronger effect; GST-tagged Rac1 F28L mutant substrate; inhibition, % at 30 µM; hits with a dose series show IC50 in µM; 0.6% of 340,000 active; AID 624330;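 active = first-screen hits whose inhibition reached a set limit at any dose in the follow-up dose series; inconclusive = inhibition above the set first-screen limit but never retested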;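 also: fluorescence reports GDP produced by GAP-driven GTP hydrolysis; strong numbers were not always called active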
* hit, by the source's call; ? = inconclusive. This is a subset; rates above refer to the full screens.

The opening 18 compounds, to show the layout:
SMILES	Dengue-2 NS5 capping	Rac1 GTP hydrolysis
C[C@@H]1CN([C@@H](C)CO)C(=O)c2c(c3ccccc3n2C)-c2ccccc2CO[C@H]1CN(C)C(=O)C1CC1	-2%	10%
COc1ccc([C@H]2C[C@@H](n3cc(COC(=O)c4ccccc4)nn3)[C@H](O)CN2Cc2cccs2)cc1	-3%	12%
CC(=O)Nc1ccc(N2CCOCC2)c(S(=O)(=O)Nc2ccccc2Cl)c1	2%	16%
COc1ccc(C(=O)N2C=Cc3ccccc3C2C#N)cc1 (stereo unspecified)	6%	11%
O=C(NNC(=O)c1ccco1)c1ccco1	3%	-7%
O=C1CC(SC(=S)C2CCCC2=O)C(=O)N1 (stereo unspecified)	45µM*	46%
COc1ccc(CN(C)C(=O)C2CSC3(C)CCC(=O)N23)c(OC)c1 (stereo unspecified)	5%	15%
CC1NC(=O)c2cccnc2-n2c1nc1cc(F)ccc1c2=O (stereo unspecified)	1%	15%
O=C1NC(=O)C([N+](=O)[O-])=C(O)C1=O	2%	11%
O=S(=O)(Nc1nc(-c2ccco2)c(-c2ccco2)s1)c1ccc(F)cc1F	19%	24%
O=C(c1ccccc1F)N1N=C(C(F)(F)F)CC1(O)c1ccccc1 (stereo unspecified)	2%	10%
COc1ccc(NC(=O)C2CCN(S(=O)(=O)c3ccc(Cl)c(C(F)(F)F)c3)CC2)cn1	-7%	5%
CCOc1ccc(OCC)c(NC(=O)C2C3C=CC(O3)C2C(=O)O)c1 (stereo unspecified)	0%	7%
C[C@@H]1CN([C@H](C)CO)C(=O)CCCn2nncc2CO[C@H]1CN(C)Cc1cccc(O)c1	-1%	11%
O=C(Oc1ccc(=O)[nH]n1)c1ccccc1	-22%	-7%
C/C(=N\NC(=O)c1ccccc1-n1cccc1)c1ccccn1	2%	20%
CCc1ccc(-n2c(=S)sc3c(=O)[nH]c(SCC(=O)NC4CCCCC4)nc32)cc1	10%	8%
CCOc1ccc(S(=O)(=O)N2CCC(C(=O)Nc3ccccc3N3CCCC3)CC2)cc1	1%	4%

The listing, from the start:
SMILES	Dengue-2 NS5 capping	Rac1 GTP hydrolysis
C[C@@H]1CN([C@@H](C)CO)C(=O)c2c(c3ccccc3n2C)-c2ccccc2CO[C@H]1CN(C)C(=O)C1CC1	-2%	10%
COc1ccc([C@H]2C[C@@H](n3cc(COC(=O)c4ccccc4)nn3)[C@H](O)CN2Cc2cccs2)cc1	-3%	12%
CC(=O)Nc1ccc(N2CCOCC2)c(S(=O)(=O)Nc2ccccc2Cl)c1	2%	16%
COc1ccc(C(=O)N2C=Cc3ccccc3C2C#N)cc1 (stereo unspecified)	6%	11%
O=C(NNC(=O)c1ccco1)c1ccco1	3%	-7%
O=C1CC(SC(=S)C2CCCC2=O)C(=O)N1 (stereo unspecified)	45µM*	46%
COc1ccc(CN(C)C(=O)C2CSC3(C)CCC(=O)N23)c(OC)c1 (stereo unspecified)	5%	15%
CC1NC(=O)c2cccnc2-n2c1nc1cc(F)ccc1c2=O (stereo unspecified)	1%	15%
O=C1NC(=O)C([N+](=O)[O-])=C(O)C1=O	2%	11%
O=S(=O)(Nc1nc(-c2ccco2)c(-c2ccco2)s1)c1ccc(F)cc1F	19%	24%
O=C(c1ccccc1F)N1N=C(C(F)(F)F)CC1(O)c1ccccc1 (stereo unspecified)	2%	10%
COc1ccc(NC(=O)C2CCN(S(=O)(=O)c3ccc(Cl)c(C(F)(F)F)c3)CC2)cn1	-7%	5%
CCOc1ccc(OCC)c(NC(=O)C2C3C=CC(O3)C2C(=O)O)c1 (stereo unspecified)	0%	7%
C[C@@H]1CN([C@H](C)CO)C(=O)CCCn2nncc2CO[C@H]1CN(C)Cc1cccc(O)c1	-1%	11%
O=C(Oc1ccc(=O)[nH]n1)c1ccccc1	-22%	-7%
C/C(=N\NC(=O)c1ccccc1-n1cccc1)c1ccccn1	2%	20%
CCc1ccc(-n2c(=S)sc3c(=O)[nH]c(SCC(=O)NC4CCCCC4)nc32)cc1	10%	8%
CCOc1ccc(S(=O)(=O)N2CCC(C(=O)Nc3ccccc3N3CCCC3)CC2)cc1	1%	4%
O=C(NCc1nnnn1-c1ccc(Cl)cc1)c1ccc([N+](=O)[O-])o1	0%	11%
CCCCCC(=O)N1C[C@H](O)[C@@H](n2cc(COC(=O)c3ccccc3)nn2)C[C@@H]1c1ccc(Cl)cc1	-2%	11%
Cc1ccc(S(=O)(=O)N2C[C@H]3[C@H]4C(=O)N(c5ccccc5)C(=O)[C@H]4C[C@H](OC(=O)NCc4ccccc4)[C@@]3(O)C2)cc1	-3%	2%
CCOC(=O)C1CN(C(=O)OCC)CC1=NNC(N)=O (stereo unspecified)	1%	5%
C[C@H]1CN([C@@H](C)CO)C(=O)CCCn2nncc2CO[C@@H]1CN(C)S(=O)(=O)c1ccc(-n2cccn2)cc1	-5%	11%
Cc1nn(C)c2c1NC(=O)CS2	-2%	9%
CCN(CC)C(=O)c1ncn2c1c(=O)[nH]c1ccccc12	-8%	14%
CC(=O)c1ccc(Nc2ncnc3ccc(Br)cc23)cc1	6%	7%
COc1ccc(-c2cc3nc(C)c(C)c(N4CCN(C(=O)c5ccoc5)CC4)n3n2)cc1	-3%	5%
COc1ccc(NC(=O)CN(C)C(=O)c2ccc3c(c2)CC(c2ccccc2)OC3=O)cc1 (stereo unspecified)	-3%	11%
CCSc1nnc(NC(=O)C2CCCN(C(=O)c3ccc(Cl)cc3)C2)s1 (stereo unspecified)	1%	4%
C[C@@H]1CN([C@H](C)CO)C(=O)c2cc(NC(=O)Nc3ccc(F)cc3)ccc2O[C@@H](C)CCCCO[C@H]1CN(C)Cc1ccc(C(=O)O)cc1	-3%	10%
Cc1ccc(S(=O)(=O)N(C)C[C@H]2OCc3cnnn3CCCC(=O)N([C@@H](C)CO)C[C@H]2C)cc1	-4%	-7%
CCOC(=O)C1(C(=O)OCC)COC(=O)C1CN1Cc2cc3ccccc3nc2C1 (stereo unspecified)	-17%	-1%
C[C@@H]1CN([C@@H](C)CO)C(=O)c2cc(Br)cnc2O[C@H]1CN(C)C(=O)NC1CCCC1	-2%	16%
Cc1ccc(Cc2c(-c3ccc(Br)cc3)nc3ccc(Br)cn23)cc1	9%	12%
CN(Cc1cc(Cl)cc(Cl)c1)[C@H]1C[C@H]2c3[nH]c4ccccc4c3CCN2C(=O)[C@H]1CO	-1%	2%
COc1ccc(N2C(=O)CC(Sc3nccc(C)n3)C2=O)c(OC)c1 (stereo unspecified)	-5%	14%
CCN1C(=O)[C@H]2[C@@H](c3ccc(C)cc3)N[C@]3(CCCN(Cc4ccc(C(F)(F)F)cc4)C3=O)[C@H]2C1=O	-13%	-8%
CCn1c(=O)c2[nH]c(SC)nc2n(CC)c1=O	1%	7%
Cc1noc(C)c1S(=O)(=O)N(C)C[C@@H]1OCc2cnnn2CCCC(=O)N([C@H](C)CO)C[C@@H]1C	3%	8%
Cc1oc(-c2ccc(F)cc2F)nc1CN1CCN(C(=O)c2ccco2)CC1	7%	8%
CC(=O)c1c(C)[nH]c(C(=O)OC(C)C(=O)NC2CCCCC2)c1C (stereo unspecified)	-3%	-3%
CC(C)OC(=O)N(C)C[C@@H]1OCc2ccccc2-c2c(n(C)c3ccccc23)C(=O)N([C@@H](C)CO)C[C@H]1C	-1%	10%
O=C(O)C(=Cc1ccc([N+](=O)[O-])cc1)c1cccc(Cl)c1	1%	10%
Cc1ccsc1C(=O)NCC(c1cccs1)N1CCOCC1 (stereo unspecified)	2%	8%
CC(C)c1ccc(NC(=O)CN(C)C2=NS(=O)(=O)c3ccccc32)cc1	5%	10%
CCN(CC(=O)Nc1ccc(C#N)cc1)CC(=O)Nc1ccc2c(c1)OCCO2	1%	4%
COc1ncnc2c1ncn2CCCNCc1ccco1	-2%	18%
COc1ccc([C@H]2N[C@]3(CCCN(Cc4cccn4C)C3=O)[C@H]3C(=O)N(Cc4ccccc4)C(=O)[C@@H]23)cc1	2%	18%
COC(=O)c1cc(NC(=O)CC(=O)c2cccc(N)c2)cc(C(=O)OC)c1	1%	9%
CC1=NCC(C)c2ccccc21 (stereo unspecified)	-5%	7%
Cc1cccc(-n2cnc3cc(C(=O)NCC4CCCO4)ccc32)c1 (stereo unspecified)	-2%	29%
Cc1onc(-c2ccccc2)c1-c1nnc(COC(=O)c2ccc(N(C)C)cc2)o1	-4%	4%
Cc1ccc(S(=O)(=O)N2C[C@H]3N(C(=O)OC(C)C)N(C(=O)OC(C)C)C[C@H](OC(=O)NC4CCCC4)[C@@]3(O)C2)cc1	-1%	11%
O=C1CCC(C(=O)OCC(=O)Nc2ccccc2Br)=NN1	-6%	7%
O=C(CCN1CCCO1)N1CCCC(Nc2cccc(F)c2)C1 (stereo unspecified)	-4%	5%
C[C@H]1CN([C@@H](C)CO)C(=O)c2cc(Br)cnc2O[C@H]1CN(C)C(=O)c1ccccn1	-1%	8%
O=C1OC(COCC#Cc2ccccc2)CN1c1ccccc1 (stereo unspecified)	-2%	6%
CCOc1ccccc1NC(=O)c1cc2ccccc2o1	5%	17%
CC1Cc2ccccc2N1C(=O)CN1CCN(S(=O)(=O)c2ccc3c(c2)OCCCO3)CC1 (stereo unspecified)	4%	12%
O=C(NCC(=O)N1CCN(Cc2c(F)cccc2Cl)CC1)c1cccs1	3%	24%
Next part:
SMILES	Dengue-2 NS5 capping	Rac1 GTP hydrolysis
COc1ccc(OCC(=O)N2CCN(S(=O)(=O)c3ccc4c(c3)OCCO4)CC2)cc1	1%	15%
Cc1ccc(NC(=O)CN(C)C(=O)c2cccc(S(=O)(=O)N3CCc4ccccc4C3)c2)cc1	6%	16%
C[C@H](CO)N1C[C@H](C)[C@@H](CN(C)C(=O)CCCN(C)C)OCc2cn(nn2)CCCC1=O	5%	8%
CN[C@H](C)C(=O)NC[C@H]1O[C@@H](n2ccc(N)nc2=O)[C@H](O)[C@@H]1O	5%	15%
COc1ccc([C@H]2N[C@]3(CCCN(Cc4ccccc4)C3=O)[C@H]3C(=O)N(C)C(=O)[C@@H]23)cc1	-8%	9%
Cc1ccccc1NC(=O)Cc1nc(COC(=O)c2nccnc2N)cs1	-8%	5%
O=[N+]([O-])c1ccc(N2CCN(Cc3ccccc3)CC2)c2c1no[n+]2[O-]	?	12%
Cc1ccc([C@H]2N[C@]3(CCCN(Cc4ccc(C(F)(F)F)cc4)C3=O)[C@H]3C(=O)N(C)C(=O)[C@@H]23)cc1	-2%	17%
Cc1cccc(N(CC(=O)N2CCCC2)S(C)(=O)=O)c1C	3%	24%
COc1ccc(C(=O)N2CCc3ccccc3C2)cc1S(=O)(=O)N1CCCC1	-3%	-8%
CCCCN1C(=O)C(CC(=O)NCc2cccs2)CC(C(=O)N(C)C)=C1C (stereo unspecified)	7%	10%
CCCCCCNC(=O)O[C@H]1Cn2c(=O)ccc(=O)n2[C@@H]2CN(S(=O)(=O)c3ccc(C)cc3)C[C@]12O	-46%	11%
COc1ccc(C(=O)COC(=O)C2COc3ccccc3O2)c(OC)c1 (stereo unspecified)	-3%	12%
COc1ccc2nc3n(c(=O)c2c1)-c1ncccc1C(=O)NC3C (stereo unspecified)	-3%	14%
CCCCN1C(=O)C(CC(=O)NCCCCc2ccccc2)CC(C(=O)N2CCOCC2)=C1C (stereo unspecified)	-1%	6%
Cc1ccc(CNS(=O)(=O)c2ccc(-n3cccn3)cc2)cc1	-1%	17%
Cc1cccc(S(=O)(=O)N(C)C[C@@H]2OCc3cnnn3CCCC(=O)N([C@H](C)CO)C[C@@H]2C)c1	-2%	5%
CCN(Cc1ccc(Br)s1)C(=O)CSc1nnc(C2CC2)n1C1CC1	-10%	-1%
CC1=C(C(=O)N2CCOCC2)CC(CC(=O)NC2CCCCC2)C(=O)N1Cc1ccc(C(C)(C)C)cc1 (stereo unspecified)	-10%	14%
C[C@H]1Cn2cnc(C(=O)Nc3ccc(CNC(=O)OC(C)(C)C)cc3)c2C(=O)N1	-4%	7%
CCOc1ccc(S(=O)(=O)NCCC(=O)NCC(c2ccc(OC)cc2)N2CCOCC2)cc1 (stereo unspecified)	-7%	11%
COc1cccc(CN2C(=NC(=O)C3CCCO3)SC3CS(=O)(=O)CC32)c1 (stereo unspecified)	0%	16%
NC(=S)NN=Cc1nccc2c(N)cccc12	9%	10%

Screens: PubChem, Southern Research Specialized Biocontainment Screening Center
